Compound activity deposited in PubChem BioAssay by several laboratories.
TNAP activators: stimulation of alkaline phosphatase TNAP activity – biochemical, luminescent, no phosphate acceptor, uHTS, primary screen (AID 1001) | purified TNAP, luminescent activation assay, no phosphate acceptor; higher activation fold means a stronger effect | activation fold at 20 µM; hits with a dose series show EC50 in µM | 0.03% of 200,000 active; in the data active = activation fold from about 3, or a potency from the dose series; inactive = the rest, 99 in 100 with activation fold below about 1.6; note: many of its hits are not listed in these tables
NOD2 inhibition: inhibition of NOD2-driven NF-kB reporter – cell-based, luminescence, uHTS, HEK293 (AID 1566); HEK293 NOD2/NF-kB luciferase reporter, luminescence; higher % means a stronger effect; one-dose inhibition, % at 4 µM; EC50 in µM for titrated hits; 0.63% of 290,000 active; note: many of its hits are not listed in these tables
KOR beta-arrestin-1: KOR agonists, beta-arrestin recruitment, primary screen, cell-based, luminescence, uHTS (AID 1777); KOR beta-arrestin recruitment, luminescence; higher % means a stronger effect; activation, % at 10 µM, or EC50 in µM where a hit was titrated; 0.02% of 280,000 active; in the data active = activation above about 50%, passing the limit was not always enough; note: a part of the inactive calls stands beside numbers as strong as those of hits
KOR beta-arrestin-2: KOR antagonists, beta-arrestin recruitment, cell-based, luminescence, uHTS (AID 1778). KOR beta-arrestin recruitment, luminescence, antagonist mode; higher % means a stronger effect. inhibition, % at 10 µM, or IC50 in µM where a hit was titrated. 0.091% of 290,000 active; note: strong numbers were not always called active
GPR55 activation: selective activators of receptor GPR55 – imaging, U2OS cells, beta-arrestin-GFP redistribution, primary screen (AID 1961); one-dose activation, % at 10 µM; EC50 in µM for titrated hits; U2OS GPR55 beta-arrestin-GFP redistribution imaging; higher % means a stronger effect; 0.048% of 290,000 active;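 active = activation above 40% with more than 50 cells counted in the well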;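 note: U2OS osteosarcoma cells stably expressing GPR55 and beta-arrestin-GFP; plate controls were DMSO negative control for no effect and LPI positive control for full effect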
NOD1 inhibition: inhibition of NOD1-driven NF-kB reporter – cell-based, luminescence, uHTS, primary screen (AID 1578); NOD1-driven NF-kB luciferase reporter cells, luminescence; higher % means a stronger effect; inhibition, % at 4 µM; hits with a dose series show EC50 in µM; 1% of 290,000 active; in the data active = inhibition mostly above about 36%, no sharp cut-off; inactive = mostly below about 34%;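 note: HEK-293T reporter cells stimulated with the NOD1 agonist gamma-tri-DAP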
NTR1 agonist: agonists of NTR1, primary screen, imaging, U2OS cells, beta-arrestin-GFP, high content (AID 493036). P30989. NTR1-U2OS beta-arrestin-GFP spot imaging, agonist mode. activation, % at 20 µM. 0.17% of 330,000 active;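 active = activation at or above 40% of the spot to cytoplasm intensity ratio, with at least 20 cells analyzed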;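 note: 0% = DMSO without peptide and 100% = 100 nM NTR1 peptide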
Target sequence (P30989 whole entry, looked up): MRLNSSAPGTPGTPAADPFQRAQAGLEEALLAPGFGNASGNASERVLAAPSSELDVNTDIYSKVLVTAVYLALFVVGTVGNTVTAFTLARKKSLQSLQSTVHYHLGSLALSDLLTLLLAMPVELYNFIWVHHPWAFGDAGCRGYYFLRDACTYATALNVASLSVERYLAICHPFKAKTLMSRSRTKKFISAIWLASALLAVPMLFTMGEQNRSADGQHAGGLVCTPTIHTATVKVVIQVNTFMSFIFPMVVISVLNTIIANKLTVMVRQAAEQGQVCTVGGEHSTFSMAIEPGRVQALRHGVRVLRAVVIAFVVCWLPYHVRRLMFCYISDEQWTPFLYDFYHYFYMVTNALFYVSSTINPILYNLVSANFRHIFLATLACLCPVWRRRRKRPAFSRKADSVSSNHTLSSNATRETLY
Yfh1-off respiration: enhancers of respiration in Yfh1-depleted yeast, dose response, Friedreich's ataxia, plus single-dose screen (AID 1465) | 0.074% of 220,000 active | S. cerevisiae Yfh1-off respiration, WST-1 reduction, 72 h; higher fold induction means a stronger effect | fold induction at 50 µM, or EC50 in µM where a hit was titrated;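 active = fold induction of absorbance versus untreated yeast above a set limit, then at least 30% activation at any dose in follow-up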;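 note: activators that raise dye reduction in frataxin-depleted yeast; strong numbers were not always called active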
ER stress rescue: rescue of cells from ER stress-induced death, primary screen, 384-well, CSM14.1, thapsigargin, ATP luminescence (AID 1222); CSM14.1 thapsigargin-induced death rescue, ATP luminescence; higher % means a stronger effect; one-dose cellular ATP content (survival), % at 20 µM; EC50 in µM for titrated hits; 190,000 tested, under 10 active;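 active = EC50 below 50 µM in the dose-response confirmation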;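 note: death triggered by thapsigargin at about 15 µM added after 2 h compound pretreatment; cell ATP read after overnight thapsigargin exposure of roughly 18 to 22 hours; normalized against plate controls of thapsigargin alone and 5% DMSO vehicle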
NTR1 agonist cell count 20 µM: recorded beside NTR1 agonist, whose call it bears; cell count; measured here: cell count, cytotoxicity flag
An asterisk follows results filed as active; i = inactive; / = no result given; [ ] = another dose, or the depositor's remark. Cut-off read from the data, not from the text of the source, unless noted: active = inhibition above about 50%; inactive = the rest. An excerpt; rates above refer to the full screens.

Every second line gives: TNAP activators, NOD2 inhibition, KOR beta-arrestin-1, KOR beta-arrestin-2, GPR55 activation, NOD1 inhibition, NTR1 agonist, NTR1 agonist cell count 20 µM, Yfh1-off respiration, ER stress rescue
> COc1ccc(OC)c(Nc2ccc(C(=O)O)cc2[N+](=O)[O-])c1
→ 0.8, 5%, -9.1%, -9%, 0.5%, -12%, -1.9, 77, i, -0.3%
> COc1ccc2nc(NC(=O)CCN3C(=O)c4ccccc4C3=O)sc2c1
→ 1.1, 9%, 3.8%, -8%, 0.0%, 8%, 0.4, 87, i, -0.4%
> O=C(Cn1c(=O)oc2cc(S(=O)(=O)N3CCCC3)ccc21)Nc1ccc(C(F)(F)F)cc1
→ 1, 16%, -0.4%, -22%, 0.4%, 9%, 1.6, 48, i, -2.2%
> CC(=C/c1ccccc1)/C=N/NC(=O)c1cc(C)oc1C
→ 1, -72%, 1.1%, -12%, 0.5%, -47%, 2.7, 64, i, -2.3%
> COc1ccc(OC)c(S(=O)(=O)n2ccnc2C(C)C)c1
→ /, 7%, -0.1%, -39%[20 µM], 0.0%, -20%, 1.3, 55, /, /
> COc1ccccc1/C=C/C(=O)OC(C)CN1CCCCC1 (configuration not stated)
→ /, 11%, -3.9%, -35%[20 µM], -0.1%, 21%, 0.0, 41, /, /
> COc1ccc(N/N=C(\C#N)C(=N)N2CCCCC2)cc1
→ /, -102%, 1.2%, -5%, 0.4%, -14%, 0.7, 67, i, /
> O=C(Nc1ccc(F)c([N+](=O)[O-])c1)c1ccc2c(c1)OCCO2
→ 1.1, -28%, 0.1%, 9%, -0.1%, -36%, -0.3, 79, i, -1.1%
> CCOC(=O)c1ccc(NNC(=O)CC)c([N+](=O)[O-])c1
→ 0.9, 5%, -3.9%, -8%, -0.3%, -48%, -0.9, 49, i, /
> Cc1ccc2oc(=O)cc(CN3CC(C)OC(C)C3)c2c1 (configuration not stated)
→ /, -4%, -2.3%, -28%, -0.1%, -18%, -1.0, 53, /, /
> Cc1ccc(CSc2[nH]c(=O)ncc2C)cc1
→ /, 11%, 3.0%, -29%, -0.1%, -1%, 3.2, 44, /, /
> O=C(NNC(=O)c1cccs1)c1ccc(Cl)c(Cl)c1
→ 1.1, 7%, 3.3%, 30%, -0.2%, -13%, 1.9, 56, i, 4.2%
> COc1cc(C(=O)NCCC(=O)NCCN2CCCCCC2)cc(OC)c1OC
→ 1.1, -4%, 3.1%, 24%, 0.0%, /, -0.8, 69, i, -2.3%
> CCOC(=O)c1sc2nc3c(SCC(=O)O)cc(C(=O)c4cc(F)ccc4O)cn3c(=O)c2c1C
→ 0.8, 0%, 6.6%, 11%, 0.6%, -36%, /, /, i, -6.0%
> CCC(C)NC(=O)CSc1nc2n[nH]c(C)c2c(=N)n1-c1ccc(OC)cc1 (configuration not stated)
→ 1.2, -17%, 8.9%, -22%, -0.2%, 35%, 1.2, 39, i, -2.6%
> O=C(Cn1cc2c(n1)CCCC2)Nc1ccccc1Cl
→ 1.1, -4%, -6.0%, -5%, 0.2%, -11%, 0.4, 70, i, /
> CSc1nc(C)c2c(n1)N(c1ccc(O)cc1)CC2
→ 1.1, 19%, -1.7%, 7%, 1.5%, -7%, 3.2, 80, i, /
> O=C(NCc1ccccc1Cl)c1ccc(-c2ccccc2)cc1
→ 1.1, -23%, 1.3%, 5%, -0.2%, -42%, -0.7, 38, i, -0.2%
> C/C(=N/NC(=O)CNC(=O)C1COc2ccccc2O1)c1ccc2c(c1)OCCO2 (configuration not stated)
→ 1.2, 3%, -4.8%, 34%, 0.5%, -34%, -1.2, 45, i, 0.7%
> CCn1cc(C(=O)N[C@@H](CCSC)C(=O)NCCCN2CCOCC2)c(=O)c2cc3c(cc21)OCO3
→ /, -6%, -3.5%, -17%, -0.1%, -21%, 1.0, 58, /, /
> CCCN(C(=S)Nc1ccccc1)C1CCS(=O)(=O)C1 (configuration not stated)
→ 1, 16%, -2.4%, 6%, 0.2%, 4%, -0.4, 35, i, -0.6%
> CNC(=S)N/N=C/c1ccccc1OCC(=O)O
→ /, 5%, 9.4%, 20%, -0.1%, -12%, -0.2, 67, i, /
> CC(=O)c1c(O)cc(C)n(Nc2nc(C)cc(C)n2)c1=O
→ 1.1, -7%, -1.8%, -28%, -0.2%, -19%, 2.0, 79, i, -3.5%
> O=S(=O)(Nn1cnnc1)c1ccccc1
→ 1.1, 9%, -4.8%, -5%, 0.5%, -31%, 1.1, 38, i, -2.1%
> O=C(OCc1nc2ccccc2[n+]([O-])c1C(=O)c1ccccc1)c1cccs1
→ 1, 3%, 14%, -15%, -0.1%, -13%, -2.0, 53, i, -0.3%
> COc1ccc(NC(=O)CS(=O)CC(=O)NCC2OCCc3ccccc32)cc1 (configuration not stated)
→ 1.1, -4%, -0.8%, -11%, -0.6%, -31%, -0.2, 36, i, -1.7%
> COc1ccc(NC(=O)c2nn(C)c(C(=O)Nc3ccc(OC)cc3)c2[N+](=O)[O-])cc1
→ /, 17%, -4.9%, -23%[20 µM], -0.2%, -31%, 0.8, 59, /, /
> O=C(NCC1CCS(=O)(=O)C1)NCC1CCS(=O)(=O)C1 (configuration not stated)
→ 1, 8%, 4.0%, 7%, -1.0%, 19%, 2.0, 70, i, 2.1%
> Cc1cccc(Nc2nnc(SCC(=O)Nc3ncc(C(F)(F)F)cc3Cl)s2)c1C
→ 1, 0%, 5.7%, 34%, -0.1%, -31%, -1.1, 65, i, -1.3%
> COc1ccc(S(=O)(=O)N2CC(C)N(C(=O)N(C)C)C2C(C)C)cc1 (configuration not stated)
→ /, 0%, -8.2%, -12%, 0.2%, -10%, 1.1, 53, /, /
> COc1ccc(OC)c(N=c2oc3cc(O)ccc3cc2C(N)=O)c1
→ 1, -60%, 3.0%, 17%, 0.0%, 36%, -0.4, 90, i, -1.8%
> CC(C)=CCOc1ccc2ccc(=O)oc2c1
→ 1.1, -18%, 0.5%, -10%, -0.2%, -15%, -1.4, 101, i, 3.2%
> COc1ccc(S(=O)(=O)N2CCC(C(=O)Nc3cccc(Cl)c3)CC2)cc1OC
→ 1.2, 8%, 0.8%, 17%, -0.1%, -3%, -0.5, 55, i, -1.7%
> Cc1cnc(C(=O)N2CCCC(N3CCN(c4cccc(C(F)(F)F)c4)CC3)C2)cn1 (configuration not stated)
→ /, 5%, 4.0%, -7%, -0.1%, -19%, 2.1, 61, /, /
> COc1cccc(CN2C(=O)N(C(C)C)C(N(O)C(=O)NC(C)C)C2(C)C)c1OC (configuration not stated)
→ 1.1, -3%, 6.5%, -19%, -0.1%, 0%, -0.2, 69, i, -0.9%
> COc1ccc(NC(=O)c2oc3ccccc3c2NC(=O)c2ccco2)c(OC)c1
→ 1, -6%, 1.4%, -36%, -2.3%, 7%, 4.0, 54, i, -0.9%
> CC(=O)NC(C)(C)C1CC=C(C)/C(=N\O)C1 (configuration not stated)
→ 1.1, -2%, -3.7%, -9%, 0.2%, -27%, -1.0, 79, i, -1.2%
> Cc1cccc(N(C(=O)c2snc(C(N)=O)c2N)C(C(=O)NC2CCCC2)c2ccc(C)o2)c1 (configuration not stated)
→ /, 1%, -3.0%, 16%, -0.2%, 5%, -0.6, 48, /, /
> Cc1ccc(OCC(=O)N2CCN(S(=O)(=O)c3ccccc3[N+](=O)[O-])CC2)cc1
→ 1.1, 4%, -2.7%, 18%, -0.1%, -44%, -0.5, 85, i, -1.1%
> CC(C)(C)c1ccc(C(=O)NNC(=S)NC(=O)c2cccnc2)cc1
→ /, 42%, 2.7%, 11%, -0.1%, 10%, -2.2, 54, /, /
> COc1ccc(C(=O)O)cc1S(=O)(=O)Nc1ccccc1-c1ccccc1
→ /, -21%, 0.5%, -31%, 0.2%, 25%, 0.7, 46, /, /
> COc1ccccc1N1C(=O)c2cccnc2C1=O
→ /, -2%, -3.3%, -1%, -0.2%, -34%, 4.8, 72, /, /
> O=C(CSCc1ccc(F)cc1)N1CCOCC1
→ 1.1, -6%, -0.8%, -17%, -0.1%, -22%, -0.2, 62, i, 1.6%
> CC(=O)NC1C(=O)N=C(SCC(=O)NC2CCCCC2)NC1=O (configuration not stated)
→ 1.1, -2%, -7.1%, -14%, 0.1%, -8%, -1.0, 41, i, 1.9%
> CCOC(=O)c1ccccc1NC(=O)Cn1cnc2c(oc3ccccc32)c1=O
→ 1.1, -2%, 5.3%, -47%, -0.2%, -14%, -1.1, 62, i, 0.7%
> CN(C(=O)CN1C(=O)CCSc2ccc(S(=O)(=O)N3CCCC3)cc21)c1ccccc1
→ /, 13%, 4.0%, -23%, -0.1%, -21%, -0.2, 50, /, /
> COc1ccc(NC(=O)CN2CCC3(O)CCCCC3C2c2cc(OC)ccc2OC)cc1 (configuration not stated)
→ 1, -4%, -2.1%, -6%, -0.4%, -25%, 1.1, 45, i, -0.2%
> O=C(CCNc1ccccc1)c1cccc([N+](=O)[O-])c1
→ 1, 3%, -1.6%, 23%, 0.7%, -22%, 2.6, 64, /, -0.2%
> Cc1ccc(S(=O)(=O)N2CCC(=O)N(CCO)CC2)cc1
→ 1.1, 18%, -1.0%, 20%, 0.2%, -35%, -3.1, 75, i, -4.6%
> Cn1nc2c(c1C(=O)N1CCCC(C(=O)c3cc(F)ccc3F)C1)CCCC2 (configuration not stated)
→ 1.1, -16%, -3.5%, 15%, -0.3%, 29%, 2.7, 100, i, -0.5%
> CCn1cc(C(=O)N(C)c2cc(C)ccc2OC)c2cc(OC)c(OC)cc2c1=O
→ /, -4%, 0.0%, -11%, -0.1%, 3%, 0.6, 28, /, /
> O=C(CN1C(=O)NC2(CCCCC2)C1=O)N1CCN(S(=O)(=O)c2ccccc2)CC1
→ 1, 2%, -0.3%, 1%, 0.5%, -35%, 1.0, 60, i, 0.0%
> Cc1nc2nc(COc3ccccc3)[nH]n2c(=O)c1C
→ 1, 11%, 1.0%, -47%, -0.1%, -14%, 0.0, 83, i, -1.5%
> CC1CCCC(C)N1C(=O)CSc1nnc(-c2c[nH]c3ccccc23)o1 (configuration not stated)
→ 1.1, -15%, -10%, -24%, -0.2%, -66%, 3.8, 53, i, -0.8%
> CN(C(=O)CN1C(=O)c2ccccc2S1(=O)=O)c1ccccc1C(=O)O
→ 1, -14%, 1.5%, -14%, 0.5%, /, -0.4, 65, i, -2.8%
> COC(=O)c1c(NC(=O)c2cccc(N3C(=O)CCC3=O)c2)sc2c1CCN(C(C)=O)C2
→ /, 3%, 9.9%, -26%, -0.1%, -23%, -0.2, 55, /, /
> Cc1cccc(NCc2nc(-c3ccccc3)no2)c1
→ 1.1, -11%, 0.2%, -22%, -0.2%, -9%, 0.5, 48, i, -0.3%
